MOR-DOR ag = OPRM1-OPRD1 heterodimerization agonism; P35372+P41143; cells, luminescence; activation, % at 9.3 µM; actives 0.3% (n = 340,000); AID 504326; in the data active = activation above about 18%;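 note: 0% = vehicle-treated cells and 100% = reference agonist; values of inactives mirror those of a sister screen read the other way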
Target sequence (P35372 whole entry, looked up): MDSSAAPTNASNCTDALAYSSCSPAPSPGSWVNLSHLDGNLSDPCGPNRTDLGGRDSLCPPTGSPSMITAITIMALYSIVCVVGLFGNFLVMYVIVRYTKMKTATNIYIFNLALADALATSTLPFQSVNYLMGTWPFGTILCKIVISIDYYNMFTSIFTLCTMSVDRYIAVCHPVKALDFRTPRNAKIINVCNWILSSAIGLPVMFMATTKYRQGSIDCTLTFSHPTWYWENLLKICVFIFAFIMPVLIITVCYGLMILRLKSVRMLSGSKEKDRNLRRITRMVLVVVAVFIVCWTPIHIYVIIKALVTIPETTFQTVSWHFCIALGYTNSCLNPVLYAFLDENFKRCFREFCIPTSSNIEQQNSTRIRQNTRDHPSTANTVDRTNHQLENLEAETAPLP
Target sequence (P41143 whole entry, looked up): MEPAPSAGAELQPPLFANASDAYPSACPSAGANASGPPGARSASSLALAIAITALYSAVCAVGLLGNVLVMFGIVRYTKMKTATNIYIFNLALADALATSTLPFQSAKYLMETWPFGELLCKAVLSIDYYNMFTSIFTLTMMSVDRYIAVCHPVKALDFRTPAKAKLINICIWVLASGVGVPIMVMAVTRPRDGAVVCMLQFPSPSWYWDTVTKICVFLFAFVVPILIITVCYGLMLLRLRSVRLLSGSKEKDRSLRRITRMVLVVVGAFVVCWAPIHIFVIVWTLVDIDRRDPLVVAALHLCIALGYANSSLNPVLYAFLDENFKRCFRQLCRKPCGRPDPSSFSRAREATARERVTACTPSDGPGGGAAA
DSG3 Ab inh = human desmoglein-3 autoantibody binding inhibition; P32926; DSG3-coupled beads, scFv-anti-DSG3-GFP binding, flow cytometry; hits give low values; binding (percent of control), % at 10 µM; actives 0.48% (n = 310,000);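 active = binding more than 3 SD below its plate's average and above zero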;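 note: hits lower antibody fragment binding to DSG3; some compounds called inactive have numbers as strong as hits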
RTF Ca sens act = increases calcium sensitivity of human cardiac regulated thin filaments; P19429+P45379; IANBD-labeled TnC RTF fluorescence at EC20 calcium; 0% EC20 calcium, 100% full calcium; activation, % at 7.2 µM; actives 0.24% (n = 340,000); AID 493008;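 active = activation above the mean over all tested compounds plus 3 SD, cut at about 30% in these data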;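 note: rise in fluorescence read as greater calcium sensitivity of cardiac thin filaments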
Arr AP2 block = blocks beta-arrestin peptide binding to AP2 adaptin | FITC-arrestin peptide / GST-AP2 beads, flow cytometry; AP2 beta2 appendage carries R879A mutation | inhibition, % at 10 µM | actives 0.31% (n = 340,000);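 active = inhibition above a set limit, near 3 SD of compounds lacking own fluorescence, cut at about 54% in these data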;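 note: plate controls were DMSO wells for no effect and 5 µM unlabelled arrestin peptide for full effect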
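test system = AP2 appendage R879A on GSH beads | buffer or medium = PBS plus Tween 20 (0.05%) and BSA (0.1%) | incubation = 12 min plus 1 h, RT | detection = bead flow cytometry, FITC channel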
MOR-DOR inv ag = inverse agonists of human mu-delta opioid receptor heterodimerization; P35372+P41143; cell-based MOR-DOR heterodimer luminescence, inverse agonism; inhibition, % at 9.3 µM; actives 0.21% (n = 340,000); in the data active = inhibition above about 22%, passing the limit was not always enough;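 note: 0% = cells with DMSO and 100% = wells without cells with DMSO; values of inactives mirror those of a sister screen read the other way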
Keap1-Nrf2 PPI = disrupts human Keap1 binding to Nrf2 peptide | Q14145 | Keap1 Kelch-Nrf2 peptide fluorescence polarization, 1536-well | inhibition, % at 9.4 µM | actives 0.15% (n = 340,000); in the data active = inhibition above about 12%;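 note: human Keap1 Kelch domain with fluorescein labeled Nrf2 9mer peptide probe; 0% = neutral control wells and 100% = peptide positive control; higher means more block of Keap1 binding to Nrf2 peptide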
C-LANA FP = blocks KSHV LANA C-terminal domain binding to DNA; MBP-C-LANA/FAM-LBS DNA binding, fluorescence polarization; inhibition, % at 9 µM; actives 0.078% (n = 340,000); AID 504423;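 active = highest replicate inhibition at or above 60% at 9 µM, even if other replicates fall short; inactive = all replicates below 60% inhibition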;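 note: 0% = neutral control wells and 100% = 4 µM acridine orange control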
Wnt bcat act = activates Wnt/beta-catenin signaling in a reporter cell assay; activation, % at 9.35 µM; actives 1.2% (n = 300,000); activator, plate reader; AID 743398; in the data active = activation above about 30%, passing the limit was not always enough;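 note: 0% = neutral control wells and 100% = positive control wells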
RTF Ca sens inh = cardiac RTF calcium desensitization | P19429+P45379 | IANBD-labeled cardiac RTF, Ca2+ fluorescence | inhibition, % at 7.15 µM | actives 0.12% (n = 340,000) | AID 493244;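 active = inhibition above the mean inhibition of all tested compounds plus 3 SD, cut at about 17% in these data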;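 note: assay run at fixed EC70 calcium of 1.6 mM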
V-ATPase pH = regulators of yeast V-ATPase proton transport | S. cerevisiae, pHLuorin cytosolic pH fluorescence | response, % at 10 µM | actives 0.37% (n = 350,000); in the data active = response mostly above about 7.3%, no sharp cut-off; inactive = mostly below about 5.4%; note: actives read high; inactives centre near 0; some compounds called inactive have numbers as strong as hits; reference of the scale not given here
Starred values were filed as active, the others as inactive; x = no result given; & = joins results of further samples.

SMILES	MOR-DOR ag	DSG3 Ab inh	RTF Ca sens act	Arr AP2 block	MOR-DOR inv ag	Keap1-Nrf2 PPI	C-LANA FP	Wnt bcat act	RTF Ca sens inh	V-ATPase pH
Cc1cc(C(=O)COC(=O)Cc2ccc(Br)cc2)c(C)n1C	1.4	99	-3	20	-6	0	-0.8	0	7	-5
CCOc1cc(NC(=O)c2ccccc2[N+](=O)[O-])c(OCC)cc1NC(=O)CC(C)C	0.1	98	1	1	0	0	-0.9	x	0	-1
O=S(=O)(c1ccc(F)cc1)N1CCN(Cc2ccccn2)CC1	-1.2	117	-1	6	6	-4	0.3	-1	-1	-6
N/C(CC1CC1(Cl)Cl)=N\OC(=O)c1ccccc1 (centres undefined)	1.2	101	-4	-13	-6	2	1.5	15	-3	3
O=C(C[C@H]1C/C=C\C[C@H](NC(=O)OCC2c3ccccc3-c3ccccc32)C(=O)OC[C@H]2CCCN2C1=O)NCCO	0.6	96	-3	x	-3	-5	0.7	-2	-3	-1
CCC1CCCCN1C(=O)Cn1c(=O)n(CCCC(=O)NCc2ccco2)c(=O)c2sccc21 (centres undefined)	-4.1	106	0	-14	22	1	1.2	-2	-1	1
Cc1ncc(CCl)c2c1OC(C)(C)OC2	-1.8	102	-5	5	10	-1	1.4	-4	2	3
Cc1ccc(C(=O)OCC(=O)c2c[nH]c3ccccc23)cc1	2.1	103	-2	-4	-15	0	-2.8	9	-10	x
Cc1ccc(NC(=O)CSc2n[nH]c(-c3ccccn3)n2)cc1	1.9	98	5	7	-13	-4	0.2	19	-14	1
CCOC(=O)c1ccc(NS(=O)(=O)c2c(C)nc3sccn3c2=O)cc1	-0.8	105	-2	-2	5	-9	-0.8	-4	-1	-1
Cn1nc(C(F)(F)F)c(/C=N/OC(=O)c2ccc(Cl)cc2)c1Cl	2.2	x	-4	13	-11	7	-0.1	x	-1	-4
CCCn1c(=O)c(C(=O)NCCc2ccccc2)c(O)c2ccccc21	-1.9	101	-8	-4	9	-3	4.1	1	1	1
O=C(N/N=C\c1c(O)ccc2ccccc12)c1ccc(O)cc1	0.1	113	3	39	0	8	9.8	0	4	1
CN1CCc2c(sc(/N=C/c3ccco3)c2C(N)=O)C1	-0.9	x	18	5	6	-10	5.8	6	-29	1
CC(=O)NC(=O)c1ccc(-c2ccc(Cl)cc2)o1	1.1	89	-5	22	-8	-2	-0.8	1	-10	1
CC1(C)CC(C#N)(N2CCOCC2)CCO1 (centres undefined)	-2.0	102	7	11	10	-2	0.3	-1	-12	3
CCCCN(C(=O)Cc1ccc(S(=O)(=O)N2CCOCC2)s1)c1ccccc1	-0.2	91	-13	29	2	-3	-1.0	7	-9	3
O=C(CSc1ccc(-c2ccco2)nn1)N1CCCCC1	-0.6	99	4	-2	3	-2	1.1	4	4	-2
COc1cc(C2C(C(=O)c3cccs3)=C(O)C(=O)N2CCN2CCOCC2)ccc1OCCC(C)C (centres undefined)	x	99	x	12	x	x	x	1	x	1
OCCOCCn1c(C(CO)Nc2nc(-c3ccccc3Br)cs2)nc2ccccc21 (centres undefined)	-2.5	104	-3	18	14	-1	-1.4	-3	7	0
O=C(COC(=O)/C=C/c1cccs1)Nc1cccc(S(=O)(=O)N2CCCC2)c1	-1.9	94	7	5	11	-9	-0.4	0	3	0
CCN1CCN(Cc2c(C(=O)N/N=C(\C)c3ccc(Cl)cc3)nnn2-c2nonc2N)CC1	0.6	99	-10	-3	-3	-3	-2.1	-1	2	1
CCCNC(C)C(=O)Nc1ccccc1C (centres undefined)	-0.3	94	0	-4	2	-2	1.8	-1&3	-7	-4
CCN1CCCC1CNC1=NCCCCC1 (centres undefined)	3.4	117	-3	3	-19	-3	-1.0	-2	-12	8
Cc1ccc2nc(SCC(=O)Nc3cc(C(C)(C)C)nn3-c3ccccc3)[nH]c2c1	3.2	86	-2	-7	-20	1	-0.2	-9	-7	1
CC(C)c1ccc(N2C(=O)CC(Sc3ncccn3)C2=O)cc1 (centres undefined)	-3.9	94	5	5	18	-2	-0.7	-1	-5	-1
CN(C)c1nc(N)nc(CSc2nc3cc(Cl)ccc3o2)n1	15	107	1	4	-87	-4	0.7	x	-5	1
CCO[C@@H]1OC(C(=O)N2CCN(Cc3ccccc3)CC2)=C[C@H](c2csc3ccccc23)[C@H]1CCCO	4.5	108	1	-3	-25	-8	2.0	-5	-1	5
O=C(NCCCN1CCCC1=O)c1ccccc1NS(=O)(=O)c1ccc(Br)cc1	-1.7	x	-1	20	9	-6	0.6	4	-4	-4
CNC(=O)CSc1nnc(C(C)C)n1C	-2.3	98	0	-13	11	1	0.3	-1	-2	0
Cc1ccc(-c2c(C(=O)NNC(=S)NCC3CCCO3)csc2C)cc1 (centres undefined)	-5.0	99	4	0	25	1	0.6	-3	-10	-3
CCc1ccc(N=c2c([N+](=O)[O-])nn(-c3ccccc3)n2O)cc1	3.3	103	-5	25	-17	-1	-0.4	x	0	-4
Cc1ccccc1Oc1ncnc(N)c1[N+](=O)[O-]	1.1	96	-1	7	-5	0	6.1	0	-3	2
Cc1ccc(S(=O)(=O)Nc2cccc(-c3ccc(N4CCCCCC4)nn3)c2)cc1C	2.8	86	5	-3	-14	-2	-1.0	13	-6	2
Cc1ccc(C(=O)CNc2ccccc2C)cc1	-7.0	100	-2	-4	37	-4	-0.2	-2	-3	-2
COC(=O)c1sccc1NC(=O)Nc1ccc(C)cc1	-0.3	99	-2	-25	1	1	-1.2	-2	-6	-2
CC(C)c1ccc(N2C(=O)CSC23C(=O)N2CCCc4cccc3c42)cc1 (centres undefined)	-1.7	91	-7	5	9	-5	1.1	-3	2	2
CC(=O)c1ccc(N(CC(=O)NC2CCS(=O)(=O)C2)S(=O)(=O)c2ccc(Cl)cc2)cc1 (centres undefined)	-4.8	x	-6	-6	19	-1	1.9	-1	-7	0
Cc1nc2ccccc2cc1C(=O)NCc1ccccc1	0.2	99	3	33	-1	4	0.2	-2	0	0
O=C(Nc1ccccc1)c1ccc(CSc2ccccn2)cc1	-0.5	95	1	-13	3	5	0.2	-1	-11	2
COc1ccc(-n2c(=O)cc(N3CCN(c4ccccc4)CC3)[nH]c2=O)cc1	-0.8	105	2	8	4	0	-1.0	x	-7	5
O=C(C1CCN(Cc2ccccc2O)CC1)N1CCN(Cc2ccc3c(c2)OCO3)CC1	-3.4	105	-3	-13	17	5	-2.6	-1	-1	0
CCn1ncc(CN2CCCC(C(=O)Nc3cccc(-c4cc5ccccc5[nH]4)c3)C2)c1C (centres undefined)	1.6	104	-2	44	-8	-3	0.7	0	1	-3
CCCc1nnc(NC(=O)CCC(=O)N2CCN(Cc3ccc(OC)c(F)c3)CC2)s1	1.4	100	-4	6	-8	0	0.7	-1	-1	-1
CCOC(=O)/C(N=Nc1ccc2c(c1)OCO2)=C(\C)O	-3.0	104	3	-3	14	1	1.7	7	-20	-2
COc1ccc(C(C(=O)NC2CCCC2)N(C(=O)c2ccco2)c2cccc(C(C)=O)c2)cc1OC (centres undefined)	2.8	108	-3	10	-23	-5	-2.0	-1	7	2
Cc1nc2ccc(NC(=O)c3ccc(S(=O)(=O)N4CCOCC4)cc3)cc2s1	-0.7	81*	-4	14	3	-3	2.9	-1	1	4
CN(C)C(=S)NC(C)(C)C	-2.2	108	7	-11	11	-5	0.3	0	1	-1
O=C(CN1C(=O)C2CC=CCC2C1=O)Nc1nnc(C2CC2)s1 (centres undefined)	-2.5	107	5	-1	10	-6	2.1	-2	-6	-2
COC(=O)C1=C(C)n2nnnc2NC1c1cc2ccccc2o1 (centres undefined)	-3.0	x	1	3	16	1	-0.1	x	-10	0
O=C1CN(CC(=O)Nc2ccc(Cl)cc2)CCN1	-2.1	72	-3	27	12	0	-0.5	1	-1	0
COC(CNS(=O)(=O)c1ccc(S(=O)(=O)N2CCCC2)cc1)OC	-1.0	104	2	19	5	0	-0.5	2	1	-3
CN(CC(=O)N1CCCC1)S(=O)(=O)c1ccc(Cl)cc1	-1.8	93	4	3	9	-6	0.0	-6	0	2
Cc1cc2cc(C(c3nnnn3Cc3ccco3)N3CCc4ccccc4C3)c(=O)[nH]c2cc1C (centres undefined)	0.6	102	0	-7	-3	-8	-0.7	x	-5	4
CN1c2ccsc2C(O)=C(C(=O)Nc2ccccc2)S1(=O)=O	-2.3	x	1	1	12	-4	1.3	11	5	1
O=C(NCCN1CCOCC1)c1ccccc1N1C(=O)[C@@H]2Cc3c([nH]c4ccccc34)C(c3ccc(F)cc3)N2C1=O (some centres undefined)	-1.6	x	17	-9	8	-6	0.6	-2	-5	-5
CC1=C(C(N)=O)C(c2ccco2)C(C(N)=O)=C(C)N1	-0.1	90	1	-5	0	1	1.6	-2	-10	5
COc1ccc(-c2noc(CN(C(=O)c3ccc(OC(C)=O)cc3)C(C)C)n2)cc1OC	-1.6	99	7	5	10	-6	3.0	x	-2	x
CCOC(=O)c1ccc(Oc2nc(NC)nc(SC)n2)cc1	-1.8	106	5	-3	10	0	-1.5	x	1	1
CSCCC(NC(=O)c1ccccc1)C(=O)Nc1ccncc1 (centres undefined)	-1.4	98	-3	2	5	0	2.3	-5	7	0

Later entries:
SMILES	MOR-DOR ag	DSG3 Ab inh	RTF Ca sens act	Arr AP2 block	MOR-DOR inv ag	Keap1-Nrf2 PPI	C-LANA FP	Wnt bcat act	RTF Ca sens inh	V-ATPase pH
COc1ccc(C(CC(=O)N2CCCCC2)c2c(O)cc(OC)cc2OC)cc1 (centres undefined)	-2.9	99	-2	3	16	-3	0.9	1	-14	1
O=C(NCC(F)(F)F)N1CCOCC1	-2.2	104	-7	68*	10	-3	2.9	x	0	-5
CC/C(=N\NC(=O)c1ccc(Br)cc1)c1ccccc1	0.1	107	-5	-11	0	-6	-1.0	x	2	1
FC(F)(F)c1nc2ccccc2c2nc3ccccc3n12	2.1	101	-4	-3	-14	1	1.4	13	-32	-3
Cc1ccc(/C=N/N2CCCCC2)o1	-1.0	97	2	47	5	-2	2.5	3	-3	0
NS(=O)(=O)c1ccc(CCNC(=O)c2cc(-c3ccc(Br)cc3)nc3ccccc23)cc1	3.1	95	0	-8	-15	0	0.8	-2	-5	-2
C/C(=N\NC(=O)CN1CCCCC1)c1ccccc1O	-1.7	98	-3	24	8	1	0.1	2	-1	-3
Cc1ccc(OCCN(C)C(=O)C2CCC(=O)N(CC3CCCCC3)C2)cc1 (centres undefined)	-0.7	102	0	-8	3	1	0.2	1	-9	2

Three compounds out of the list above, arranged by the value under MOR-DOR ag, lowest first.
canonical_smiles | MOR-DOR ag
O=C(NCC(F)(F)F)N1CCOCC1 | -2.2
CC/C(=N\NC(=O)c1ccc(Br)cc1)c1ccccc1 | 0.1
CN(C)c1nc(N)nc(CSc2nc3cc(Cl)ccc3o2)n1 | 15

Compound activity (PubChem)

An unsorted share of the library; 3.1% or so of the library scored in one or more.
